Bioassay records deposited in PubChem BioAssay by several laboratories.
Mtb RmlCD inh – M. tuberculosis RmlC/RmlD inhibition; RmlC+RmlD coupled enzyme assay, percent inhibition; primary screen in compound mixtures; inhibition, % at 3.6 µM; actives 0.03% (n = 160,000); AID 1533; in the data active means inhibition mostly above about 34%, no sharp cut-off; further: some results filed as inactive read as strong as hits
Target sequence (P9WH09 whole entry, looked up): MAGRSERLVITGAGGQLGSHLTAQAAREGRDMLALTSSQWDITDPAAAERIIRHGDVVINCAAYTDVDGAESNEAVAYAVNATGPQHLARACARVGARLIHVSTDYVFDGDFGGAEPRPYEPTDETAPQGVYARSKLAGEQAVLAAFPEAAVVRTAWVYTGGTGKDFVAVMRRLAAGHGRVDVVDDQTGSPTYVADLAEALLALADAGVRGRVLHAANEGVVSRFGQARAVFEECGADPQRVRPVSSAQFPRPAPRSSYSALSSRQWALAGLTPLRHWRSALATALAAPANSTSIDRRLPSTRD
Target sequence (P9WH11 whole entry, looked up): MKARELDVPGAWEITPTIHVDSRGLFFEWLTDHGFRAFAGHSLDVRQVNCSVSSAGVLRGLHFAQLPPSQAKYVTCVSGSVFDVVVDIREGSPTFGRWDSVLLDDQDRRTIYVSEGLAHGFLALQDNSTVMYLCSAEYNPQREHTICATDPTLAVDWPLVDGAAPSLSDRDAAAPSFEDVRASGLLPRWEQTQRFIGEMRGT
GlmU inhibition – inhibition of mycobacterial GlmU enzyme – biochemical, glucosamine-1-phosphate acetyltransferase (AID 1376); inhibition, %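 (tested at 30 µM in the primary screen)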; hits with a dose series show IC50 in µM; M. tuberculosis GlmU acetyltransferase enzyme assay; higher % means a stronger effect; actives 0.25% (n = 220,000); in the data active means inhibition above about 13%;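 further: 0% = complete reaction with vehicle and 100% = reaction without substrate; strong numbers were not always called active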
* marks the source's active call; other numbers are inactive results; / = not tested or not shown.

SMILES	Mtb RmlCD inh	GlmU inhibition
CC1(CCc2ccccc2)NC(=O)N(CC(=O)Nc2ccccc2)C1=O (configuration not stated)	-6	2.0%
COC(=O)CP(=O)(c1ccccc1)c1ccccc1	/	1.2%
COC(=O)CCN(C(=O)c1ccc2c(c1)OCO2)c1ccccn1	0	-8.3%
COc1cccc(/C=N/NC(=O)c2cc3c(OC)cccc3[nH]2)c1O	69*	-4.3%
CCn1cnc2cc(NCc3nc4ccccc4n3C)ccc21	/	4.3%
O=C(Nc1c(C(=O)C2CC2)oc2ccccc12)c1ccc(Cl)cc1	11	1.8%
Cn1c(=O)[nH]c(=O)c2c1nc(Sc1nc3ccccc3s1)n2Cc1ccccc1	/	1.2%
CCCCOc1ccc(C2CC(=O)N(C)C2=O)cc1 (configuration not stated)	7	-2.9%
COc1ccc(CNS(=O)(=O)c2cccc(S(=O)(=O)N3CCOCC3)c2)cc1	1	2.3%
O=c1cc(COc2ncnc3ccccc23)nc2sccn12	-7	2.5%
COCCn1c(SCc2ccccc2Cl)nc2c1c(=O)[nH]c(=O)n2C	6	2.2%
O=C(O)CCCNC(=O)/C=C/c1ccco1	/	-4.7%
Nc1n[nH]c(-c2ccccc2)n1	-8	2.1%
CN1/C(=C\C(=O)Nc2cccnc2)c2ccccc2CC1(C)C	6	/
OC1CCN(Cc2cccc(Oc3ccccc3)c2)CC1	-7	-1.0%
CCc1nnc(NC(=O)c2cccnc2SC)s1	9	-7.0%
CC1=NN(c2ccccc2)C(=O)/C1=C/c1c(O)[nH]c(=S)[nH]c1=O	/	-4.5%
COc1cccc(C(=O)NCCSc2ccc(F)cc2)c1	45	0.9%
CN1CCN(S(=O)(=O)c2ccc(NC(=S)NC(=O)C3CC3)cc2)CC1	3	-0.1%
CC(=O)N1CCC(N2CCN(c3ccccc3F)CC2)CC1	42	7.2%
CCCn1c(SCC(=O)c2cc(OC)ccc2OC)nnc1-c1ccco1	7	0.5%
O=c1[nH]c2cc(S(=O)(=O)CCO)ccc2o1	/	-2.8%
O=C(Nc1cccc2c1CCCC2)c1ccc(Cl)c([N+](=O)[O-])c1	/	1.8%
O=S(=O)(NC(=NCc1ccccc1)c1ccc(F)cc1)c1ccc(Cl)cc1	34	-3.0%
O=C(CN1CCOCC1)Nc1cc([N+](=O)[O-])ccc1Cl	-2	2.0%
Cc1ccc2c(CN3CCN(Cc4ccc5c(c4)OCO5)CC3)cc(=O)oc2c1C	/	3.9%
CCc1nnc(NC(=O)CSc2nc(-c3ccccc3)c(-c3ccccc3)o2)s1	/	0.4%
CC(C)(C)OC(=O)NNC(=O)NC12CC3CC(CC(C3)C1)C2	/	-0.6%
Cc1cccc(NC(=S)N=Nc2c(O)[nH]c3ccccc23)c1	-3	-4.6%
CCOc1ccc2ncc(C(=O)c3ccc(OC)cc3)c(N3CCN(CC)CC3)c2c1	0	-7.4%

2 entries from above, with each value named.
O=c1[nH]c2cc(S(=O)(=O)CCO)ccc2o1
  Mtb RmlCD inh: /
  GlmU inhibition: -2.8%
O=C(Nc1cccc2c1CCCC2)c1ccc(Cl)c([N+](=O)[O-])c1
  Mtb RmlCD inh: /
  GlmU inhibition: 1.8%

(further entries)
SMILES	Mtb RmlCD inh	GlmU inhibition
Cc1nc2ccc(NC(=O)CCS(=O)(=O)c3ccc(Cl)cc3)cc2s1	0	2.9%
CC(C)(C)S(=O)(=O)c1cnc2c(-c3ccsc3)cnn2c1N	10	4.6%
S=C(NCCc1ccccc1)N/N=C/c1ccccc1Cl	3	2.2%
N#Cc1cccc(NC(=O)CSc2ccccc2)c1	-2	-4.0%
CCC1(C)Cc2c(sc3nnn(CC(=O)Nc4ccc(Cl)cc4)c(=O)c23)CO1 (configuration not stated)	-8	-1.0%
C=CCC(C(=O)OC)(C(=O)OC)c1ccc([N+](=O)[O-])cc1[N+](=O)[O-]	4	1.2%
O=C(CSc1nnnn1-c1ccccc1)Nc1ncc(Cc2ccccc2Cl)s1	/	-2.0%
CCN(CC)CCCNC(=O)C1CCN(C(=O)c2cc3sccc3n2Cc2ccc(F)cc2)CC1	/	-1.0%
CCCCCNc1c(C(=O)OCC)c(=O)[nH]c2ccccc12	-7	2.8%
COc1ccc(NC(=O)c2ccc3nccnc3c2)cc1	/	2.9%
COc1cc2cc(C(c3nnnn3C3CCCC3)N(C)C3CCCCC3)c(=O)[nH]c2cc1OC (configuration not stated)	-6	0.8%
c1ccc(C(c2ccccc2)N2CCN(Cc3nnnn3C3CCCCC3)CC2)cc1	/	2.3%
O=C(O)CCSc1nnc(COc2cccc3cccnc23)n1-c1ccccc1	-2	0.6%
CSc1ccc(CNC(C)(C)CO)cc1	-13	-2.5%
COC(=O)[C@@H]1CCCN1C(=O)CCc1nnc(C2CCCCC2)o1	-14	1.3%
CCCC(C(=O)NC(C)(C)C)N(CC1CCCO1)C(=O)c1snc(C(N)=O)c1N (configuration not stated)	-9	-5.0%
CNC(=O)[C@@H]1C[C@H]1[C@@H](NC(=O)OCc1ccccc1)c1ccccc1	/	5.7%
O=C1c2ccccc2C(=O)N1CCSC(=S)N1CCOCC1	10	2.4%
Cc1ccc(S(=O)(=O)c2ccc(Cl)cc2)cc1S(=O)(=O)NC(C)C(=O)O (configuration not stated)	-7	1.2%
O=C(CCC1CCCC1)Nc1ccc([N+](=O)[O-])cn1	8	-5.3%
Nc1ccccc1C(=O)NNC1=C(C(=O)C(F)(F)F)CCC1	-2	6.2%
Cc1ccc(S(=O)(=O)Cc2ccc(C(=O)NCc3cccs3)o2)cc1	/	-5.2%
CCc1ccc(CN(C)Cc2nc(COc3ccccc3)no2)nc1	-8	-0.7%
COc1ccc(Br)cc1CNc1ccc(S(N)(=O)=O)cc1	-9	0.2%
CCc1ccc(S(=O)(=O)NCC(O)COc2ccc(OC)cc2)cc1 (configuration not stated)	/	1.4%
Cn1c(-c2ccc(Br)o2)nc2cc(Br)ccc21	10	5.9%
COc1ccc(/C=N/Nc2ncnc3sc(C)c(C)c23)cc1	-8	-2.6%
Cc1ccc(-c2nn3c(-c4ccco4)nnc3c3ccccc23)cc1S(=O)(=O)NCC1CCCO1 (configuration not stated)	-1	2.4%
O=C(Nc1nc2ccccc2[nH]1)c1ccc(S(=O)(=O)N2CCOCC2)cc1	0	0.9%
CC(=O)c1ccc(S(=O)(=O)N2CCCC2)cc1	/	-1.3%
CCC(C)Cn1c(C(C)O)nc2ccccc21 (configuration not stated)	/	-4.0%
CN1Cc2c(N)cccc2C(c2ccccc2)C1 (configuration not stated)	/	-1.0%
O=C(Nc1c2c(nn1-c1ccc(F)cc1)CS(=O)(=O)C2)C12CC3CC(CC(C3)C1)C2	10	/
COC(=O)c1c(NC(=O)CN2CCN(c3cccc(Cl)c3)CC2)sc(C)c1C	-11	-1.8%
O=C(c1ccccc1)N1CCN(C2CCCCCC2)CC1	5	4.3%
CC(OC(=O)c1cc(S(=O)(=O)Nc2ccc(F)cc2)ccc1Cl)C(=O)Nc1ccc2c(c1)OCCO2 (configuration not stated)	11	3.8%
COc1cc(OC)cc(C(=O)Nc2cc(NC(=O)c3ccco3)ccc2OC)c1	13	1.8%
COC(=O)CC1C(=O)NCCN1C(=O)CSc1nc2ccccc2s1 (configuration not stated)	4	0.3%
O=C(NCc1ccccc1)c1c[nH]c2cc3c(cc2c1=O)OCCO3	-9	6.0%
Nc1nc(NCCN2CCOCC2)nc(NCc2ccccc2)c1[N+](=O)[O-]	4	-2.1%
Cc1cc(C)n(-c2ccc(C(=O)NCc3ccc(F)cc3)cc2)n1	-10	-3.5%
C=CCOc1ccc(C2c3c(oc4ccccc4c3=O)C(=O)N2CCCN2CCOCC2)cc1 (configuration not stated)	/	5.7%
O=C(c1cc(-c2ccc(Cl)cc2Cl)on1)N1CCN(C(=O)c2ccco2)CC1	/	-0.1%
COC(=O)CNC(=O)c1cccc(-c2ccc(OC)cc2)c1	/	-1.9%
O=C(/C=C/c1ccc(Cl)cc1Cl)N(Cc1ccccc1)C1CCS(=O)(=O)C1 (configuration not stated)	-8	7.3%

Part of the list above, with bars between the fields:
Structure | Mtb RmlCD inh | GlmU inhibition
COc1ccc(NC(=O)c2ccc3nccnc3c2)cc1 | / | 2.9%
CCCCOc1ccc(C2CC(=O)N(C)C2=O)cc1 (configuration not stated) | 7 | -2.9%
CCC1(C)Cc2c(sc3nnn(CC(=O)Nc4ccc(Cl)cc4)c(=O)c23)CO1 (configuration not stated) | -8 | -1.0%
c1ccc(C(c2ccccc2)N2CCN(Cc3nnnn3C3CCCCC3)CC2)cc1 | / | 2.3%
O=C(/C=C/c1ccc(Cl)cc1Cl)N(Cc1ccccc1)C1CCS(=O)(=O)C1 (configuration not stated) | -8 | 7.3%

Additional structures.
SMILES	Mtb RmlCD inh	GlmU inhibition
O=C(O)C1CCN(C(=O)c2ccccc2Cl)CC1	16	1.1%
COC(=O)CNC(c1ccccc1)c1cc(Br)ccc1NC(C)=O (configuration not stated)	-10	-0.6%
CCCc1nc2c([nH]1)c(=O)n(C)c(=O)n2C	7	/
Cn1cccc1/C=C(\C#N)C(N)=S	7	1.5%
COc1cc(C(=O)OCC(=O)c2cc(C)n(C)c2C)cc(OC)c1OC	-2	-5.9%
Cc1cc(C)n(-c2n[nH]c(=O)c3ccccc23)n1	5	-0.9%
COc1cccc(N=Nc2c(=O)[nH]n3c(=O)cc(C)[nH]c23)c1	-5	13%*
Cc1ccc(NN=C2c3ccccc3-c3ccccc32)cc1	4	-2.6%
COC(=O)C1=C(Nc2ccc(C)cc2)C=C(C)C(C(=O)OC)C1c1ccc(OC)cc1 (configuration not stated)	/	-3.3%
N#Cc1cc2c([nH]c1=O)CCCC2	-2	7.5%
CC(C)CCNC(=O)C1C2C=CC3(CN(Cc4ccccc4Cl)C(=O)C13)O2 (configuration not stated)	/	8.8%
COC(=O)c1ccc(CNC(=O)CN(CCC(C)C)S(=O)(=O)c2ccc3c(c2)OCCO3)cc1	5	-3.6%
Cc1ccc(S(=O)(=O)CC(=O)N2CCOCC2)cc1	-12	-0.2%
Nc1nc2c(nc(Br)n2[C@@H]2O[C@@H]3COP(=O)(O)O[C@H]3[C@H]2O)c(=O)[nH]1	/	6.6%
Cc1ccccc1OCCCC(=O)Nc1ccc2c(c1)OCO2	-5	0.8%

Given with two lines to a compound: part of the list above.
Every second line gives: Mtb RmlCD inh | GlmU inhibition
> O=c1[nH]c2cc(S(=O)(=O)CCO)ccc2o1
 : / | -2.8%
> O=C(Nc1cccc2c1CCCC2)c1ccc(Cl)c([N+](=O)[O-])c1
 : / | 1.8%
> O=S(=O)(NC(=NCc1ccccc1)c1ccc(F)cc1)c1ccc(Cl)cc1
 : 34 | -3.0%
> O=C(CN1CCOCC1)Nc1cc([N+](=O)[O-])ccc1Cl
 : -2 | 2.0%
> Cc1ccc2c(CN3CCN(Cc4ccc5c(c4)OCO5)CC3)cc(=O)oc2c1C
 : / | 3.9%

Later entries
SMILES	Mtb RmlCD inh	GlmU inhibition
COc1cccc(N2C(=O)C(O)=C(C(C)=O)C2c2ccc(OC)c(OC)c2)c1 (configuration not stated)	10	5.6%
COc1cc2c(cc1OC)C(c1cccc(C)c1)CC(=O)N2 (configuration not stated)	-9	5.5%
CCOC(=O)N1CCN(C(=O)C(c2ccccc2)c2ccccc2)CC1	-10	-0.1%
O=C(O)c1cccnc1SC1CC(=O)N(c2cccc3ccccc23)C1=O (configuration not stated)	7	-2.4%
Fc1ccccc1NC(=S)N(CCCN1CCOCC1)Cc1cccnc1	-11	-3.3%
S=C(Nc1ccc(Cl)cc1)NC1CC2CCCC(C1)N2C1CCCC1 (configuration not stated)	/	-5.8%
COc1ccccc1NC(=O)c1cc2ccccc2o1	/	-2.5%
CN(C)S(=O)(=O)c1ccc(N2C(=O)CC2(/C=C/c2ccccc2)C(=O)NC2CCCC2)cc1 (configuration not stated)	/	-2.1%
O=C(Nc1ccccc1)C1CC(=O)n2ncnc2N1 (configuration not stated)	-7	-4.3%
CC(C)OC(=O)c1cccc(NC(=O)CSc2nnc(N)s2)c1	-4	/
O=C(Nc1sc2c(c1-c1nc3ccccc3[nH]1)CCCC2)C1CC1	/	2.6%
CSCCC1NC(=O)N(CC(=O)Nc2ccc(Br)cc2Br)C1=O (configuration not stated)	-11	2.1%
CCOC(=O)C1CCN(c2c(NCc3ccc(C(=O)NC4CCCC4)cc3)c(=O)c2=O)CC1	-6	1.4%
COc1ccccc1CNC(=O)c1cn(C)c(=O)c2cc(OC)c(OC)cc12	/	-1.9%
O=C(/C=C/c1ccccc1)OCc1cnc(Cl)s1	/	1.4%
COC(=O)C(C)(C)ONC(=O)Nc1ccccc1	-4	-7.8%
Nc1nc(SCc2nnc(SCC(=O)O)n2-c2ccccc2)nc2sc3c(c12)CCCC3	/	6.4%
O=C(/C=C/c1cccc(F)c1)N1CCN(c2ccccn2)CC1	/	-7.5%
COc1cc(/C=C2/C(=O)N(c3ccc([N+](=O)[O-])cc3)N=C2N2CCOCC2)ccc1O	12	-4.3%
N#CSCC(=O)N1c2ccccc2CCc2ccccc21	/	-6.3%
N#CC(C#N)=C1NC2(CCCCC2)Cc2ccccc21	-1	-0.5%
O=C(COc1ccccc1)Nc1cccc2c1CCCC2	/	2.1%
O=C(O)CSCNC(=O)C12CC3CC(CC(C3)C1)C2	-3	2.5%
CC(C)(C)NC(=O)CN(Cc1cccs1)C(=O)CN1C(=O)C(=O)c2ccccc21	16	0.2%
CCOC(=O)C1CCN(C(=O)c2cc3cc(Br)ccc3oc2=O)CC1	-14	1.9%
O=C1CN(c2ccc(Cl)cc2)C(=O)CN1NC(=S)Nc1ccc(Cl)cc1	-1	0.0%
COc1ccc(C)cc1C(=O)CCC(=O)Nc1ccccc1N1CCOCC1	47	-2.9%
CC(=O)c1nc2ccccc2n1S(=O)(=O)c1ccc(C)cc1	13	-0.6%
Cc1cccc(CCN(CC(=O)NC2CCCCC2)C(=O)c2csnn2)c1	4	-3.2%
Cc1cc(N)n(-c2ncnc3scc(-c4ccc(Cl)cc4)c23)n1	/	3.5%
Cc1ccccc1Nc1ncnc2c1cnn2Cc1ccccc1	11	-2.9%

Not all compounds are listed; the hit share may differ from the screen's.
